# PAD4 inh: PAD4 (human) enzyme inhibition. inhibition, % at 6.36 µM. recombinant PAD4, RCA probe fluorescence polarization. AID 485272. actives 0.41% (n = 330,000). Q9UM07;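 active means percent inhibition above a cutoff equal to the mean of all tested compounds plus 3 SD, cut at about 15% in these data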;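 further: 0% = PAD4 with RCA probe and DMSO and 100% = probe without PAD4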
# Target sequence (Q9UM07 whole entry, looked up): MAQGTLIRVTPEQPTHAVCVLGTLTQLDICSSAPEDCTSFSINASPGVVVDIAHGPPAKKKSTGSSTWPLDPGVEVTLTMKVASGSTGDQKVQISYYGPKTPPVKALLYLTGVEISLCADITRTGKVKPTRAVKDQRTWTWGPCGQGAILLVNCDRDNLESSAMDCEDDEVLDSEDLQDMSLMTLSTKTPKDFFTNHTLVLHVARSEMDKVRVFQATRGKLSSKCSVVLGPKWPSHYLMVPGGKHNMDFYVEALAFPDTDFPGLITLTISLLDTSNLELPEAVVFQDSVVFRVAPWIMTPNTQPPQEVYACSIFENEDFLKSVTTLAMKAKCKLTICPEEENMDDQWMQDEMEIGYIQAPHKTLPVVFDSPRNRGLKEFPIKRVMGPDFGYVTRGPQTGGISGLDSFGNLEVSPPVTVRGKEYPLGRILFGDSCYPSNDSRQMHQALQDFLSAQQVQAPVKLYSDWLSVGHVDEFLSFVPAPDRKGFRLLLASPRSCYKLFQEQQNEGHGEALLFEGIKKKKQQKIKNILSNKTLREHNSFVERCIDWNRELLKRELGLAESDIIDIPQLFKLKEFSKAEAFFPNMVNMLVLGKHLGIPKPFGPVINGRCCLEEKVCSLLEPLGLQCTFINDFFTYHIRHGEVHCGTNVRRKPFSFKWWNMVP
# LYPLA2 inh: LYPLA2 (human) inhibition in PME1 counter-screen; recombinant LYPLA2, FP-Rh probe fluorescence polarization; inhibition, % at 5.9 µM; actives 0.38% (n = 320,000); AID 2177;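 active means inhibition above the screen-wide mean plus 3 SD, limit set per campaign, cut at about 26% in these data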;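 further: 0% = LYPLA2 with DMSO and 100% = wells lacking LYPLA2 enzyme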
# Target sequence (O95372 whole entry, looked up): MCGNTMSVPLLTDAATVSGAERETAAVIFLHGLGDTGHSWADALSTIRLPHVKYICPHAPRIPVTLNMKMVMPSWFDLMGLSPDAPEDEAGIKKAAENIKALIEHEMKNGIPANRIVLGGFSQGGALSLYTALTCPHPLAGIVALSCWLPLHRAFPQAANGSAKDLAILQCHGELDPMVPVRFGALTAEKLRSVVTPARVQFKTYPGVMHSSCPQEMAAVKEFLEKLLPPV
# PAFAH1B3 FP inh: blocks human PAF acetylhydrolase 1B catalytic subunit 3; recombinant PAFAH1B3, FP-rhodamine probe, fluorescence polarization; actives 0.28% (n = 340,000); inhibition, % at 3.39 µM; Q15102; AID 492972;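 active means inhibition above the screen-wide average of all tested compounds plus 3 SD, cut at about 25% in these data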;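 further: 0% = enzyme with DMSO only and 100% = wells lacking PAFAH1B3 protein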
# PAFAH1B2 FP inh: inhibitors of human PAFAH1B2; inhibition, % at 3.39 µM; recombinant PAFAH1B2, FP-rhodamine activity probe, fluorescence polarization; actives 1.2% (n = 340,000);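 active means inhibition above the mean of all tested compounds plus 3 SD, cut at about 24% in these data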;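 further: 0% = enzyme with DMSO and 100% = wells lacking PAFAH1B2; many of its hits are not listed in these tables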
# PREPL inh: inhibits the human prolyl oligopeptidase-like enzyme | Q4J6C6 | recombinant PREPL, fluorescence polarization activity-based probe | inhibition, % at 5.96 µM | actives 0.68% (n = 320,000) | AID 2751; in the data active means inhibition above about 43%;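 further: 0% = enzyme with DMSO and 100% = wells lacking enzyme; many of its hits are not listed in these tables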
# pPAFAH FP inh: inhibitors of human plasma PAF acetylhydrolase (pPAFAH). recombinant pPAFAH, FP-rhodamine probe fluorescence polarization. inhibition, % at 3.39 µM. Q13093. actives 1.5% (n = 330,000);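 active means inhibition above the mean inhibition across the screen plus 3 SD, cut at about 25% in these data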;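 further: inhibitors block binding of the rhodamine activity-based probe so polarization drops; 0% = enzyme with DMSO and 100% = wells lacking pPAFAH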
# GSTO1 counter: GSTO1 inhibition, counter-screen for RBBP9 inhibitors. P78417. recombinant GSTO1, activity-based probe fluorescence polarization. inhibition, % at 5.96 µM. actives 1.1% (n = 300,000). AID 1974;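 active means inhibition above the campaign mean inhibition plus 3 SD, cut at about 35% in these data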;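 further: 0% = GSTO1-1 with DMSO and 100% = wells lacking GSTO1-1 enzyme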
# PME-1 primary: blocks human protein phosphatase methylesterase 1; Q9Y570; recombinant PME-1, FP-Rh probe fluorescence polarization; inhibition, % at 5.9 µM; actives 0.53% (n = 320,000);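 active means inhibition above the campaign mean of all compounds plus 3 SD, cut at about 26% in these data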;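 further: competitive labeling of PME-1 active site by serine hydrolase directed probe; 0% = PME-1 with DMSO and 100% = wells lacking PME-1 enzyme; inhibitors block probe labeling so polarization falls and inhibition rises; many of its hits are not listed in these tables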
# LYPLA1 counter: blocks human lysophospholipase 1, a PME1 counter-screen; AID 2174; inhibition, % at 5.9 µM; recombinant LYPLA1, FP-Rh probe fluorescence polarization; actives 0.16% (n = 320,000); O75608;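 active means inhibition above the mean of all tested compounds plus 3 SD, set per campaign, cut at about 14% in these data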;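 further: inhibitors block serine hydrolase probe labeling of LYPLA1 so polarization falls; 0% = enzyme with DMSO and 100% = wells lacking LYPLA1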
# * marks the source's active call; other numbers are inactive results; x = not tested or not shown. Only part of the results is shown; the hit share may differ from the screen's.
SMILES,PAD4 inh,LYPLA2 inh,PAFAH1B3 FP inh,PAFAH1B2 FP inh,PREPL inh,pPAFAH FP inh,GSTO1 counter,PME-1 primary,LYPLA1 counter
COC(=O)CCN(C(=O)c1ccc(Cl)c([N+](=O)[O-])c1)c1ccccn1,1,-3,12,4,9,-2,5,1,3
CC(=O)c1c(C)[nH]c(C(=O)OCC(=O)NCc2cccs2)c1C,3,6,1,2,5,1,x,9,-1
COc1ccc(N2CCN(c3nc4ccccc4nc3NS(=O)(=O)c3ccccc3)CC2)cc1,1,-5,6,0,2,13,12,0,2
O=C(NCc1ccccc1)c1ncn(Cc2ccccc2)c1C(=O)NCc1ccccc1,1,0,0,7,16,2,x,-3,-3
O=C(CCc1nc2ccccc2s1)OCc1ccccc1,3,5,12,1,-3,8,3,3,-1
CCN(CC)CCCNC(=O)C1c2ccccc2C(=O)N(C)C1c1ccc(OC)cc1 (configuration not stated),-2,-2,0,1,10,1,-1,-1,-1
Cc1cc(C)c(C(=O)OCC(=O)NC(=O)c2ccccc2)c(C)c1,-5,5,1,-1,1,2,4,1,0
CCn1c(SC(C)C(=O)O)nnc1-c1cccnc1 (configuration not stated),4,-1,3,7,8,4,1,-7,3
CCOC(=O)c1csc(NC(=O)c2ccc3c(c2)OCCO3)n1,1,-5,4,1,-6,2,0,-21,-4
CC1(C)Cc2c(cnn2-c2ccc(F)cc2)C(NC(=O)C2=NNC(=O)CC2)C1 (configuration not stated),5,3,2,0,1,2,18,-1,-1
Cc1cc(Nc2nc3ccccc3nc2Cl)n(-c2ccccc2C)n1,0,-6,-1,1,11,4,1,-7,-2
O=c1c2ccccc2cnn1Cc1cccc(Br)c1,2,7,5,3,-11,6,0,-2,-5
O=C(CCN1CCN(c2ccccc2)CC1)Nc1ccccc1F,-10,-3,14,-2,24,4,4,0,2
CCCOC(=O)C1C2C=CC(C2)C1C(=O)OCC(=O)c1ccccc1 (configuration not stated),-5,2,0,-1,7,4,4,5,6
O=C(COC(=O)c1ccccc1O)NCc1ccccc1Cl,-1,x,-1,1,-21,-2,x,x,x
Cc1ccc(NC(=O)CCOc2ccccc2C)cc1F,-5,6,5,5,-45,1,-1,-4,5
Cn1c(/C=C/c2cccc([N+](=O)[O-])c2)nc2ccccc2c1=O,0,10,7,8,7,0,8,5,4
CCCCCCC(=O)Nc1ccc(C(=O)N/N=C/c2cccnc2)cc1,4,-6,-3,-5,-11,-3,-24,-5,-9
O=C(COc1ccc(Cl)cc1)NCCCn1ccnc1,3,13,7,3,8,3,5,4,3
Cc1ccccc1S(=O)Cc1ccc(C(=O)NC2CCN(Cc3ccccc3)CC2)o1 (configuration not stated),1,-2,7,0,6,5,-3,-2,4
Cc1cc(Cl)ccc1-n1c(-c2cccnc2)n[nH]c1=S,1,1,-8,0,3,-2,0,-3,-1
O=C(c1cccs1)N1CC=C(c2ccccc2)CC1,3,-1,7,4,16,1,x,2,-3
COc1cccc(CNC2CCCc3ccccc32)c1OC (configuration not stated),-2,4,4,-1,8,7,-2,-1,-2
Cc1nc2ncnn2c(C)c1CCC(=O)N1CCCCC1,2,0,-4,7,-5,5,5,-2,-2
Cc1cc([N+](=O)[O-])nn1CC(=O)N1N=C(C(F)F)CC1(O)C(F)F (configuration not stated),1,-4,8,7,1,2,6,-1,1

# Next section.
SMILES,PAD4 inh,LYPLA2 inh,PAFAH1B3 FP inh,PAFAH1B2 FP inh,PREPL inh,pPAFAH FP inh,GSTO1 counter,PME-1 primary,LYPLA1 counter
COc1cccc(-c2sc3ccccc3c2-c2ccc(OCCN(C)C)cc2)c1,-1,x,8,-1,3,5,x,x,x
CCc1[nH]nc2c1C(c1ccsc1)C(C#N)=C(N)O2 (configuration not stated),-4,5,-8,3,-7,2,4,-2,2
C=C(C)CN(CC)c1nc(N)c2c(N)nc3c(c2c1C#N)CC(=O)N3C12CC3CC(CC(C3)C1)C2,-2,3,11,5,28,16,26,7,7
COCC(=O)OCC(=O)Nc1ccccc1-c1ccccc1,-1,-2,2,6,2,2,8,5,0
COc1ccc(CNC(=O)COC(=O)/C=C/c2cccc(Br)c2)cc1,1,10,-2,3,2,-1,4,0,4
CCCCN1C(C(=O)Nc2ncccn2)=C(O)c2ccccc2S1(=O)=O,0,1,4,0,4,3,-3,-1,3
Cc1ccc(CN(c2ccc(C(=O)NCc3ccc4c(c3)OCO4)cc2)S(C)(=O)=O)cc1,6,-2,-1,3,-13,1,-1,-2,-4
COc1ccc(N2CCN(C(CNC(=O)C(=O)NCC(OC)OC)c3ccco3)CC2)cc1 (configuration not stated),2,-1,5,5,-6,3,0,-4,-4
CCN(C(=O)COC(=O)COc1ccccc1Cl)c1c(N)n(Cc2ccccc2)c(=O)[nH]c1=O,-3,-2,-2,3,-4,2,x,4,-4
O=C(CSc1nc(O)cc(=O)n1-c1ccccc1)NCc1ccccc1,-7,4,5,5,7,14,10,0,0
COc1ccc(C(=O)N2CCCC(CCC(=O)NCc3ccccc3F)C2)c(OC)n1 (configuration not stated),-5,-4,11,1,-3,6,-3,-4,-2
CC(=O)Nc1ccc(NC(=O)COC(=O)c2cc(S(=O)(=O)N(C)C)ccc2N2CCCC2)cc1,-4,-3,-1,-4,16,-2,-4,-1,-1
COCC(C)NC(=O)C1CC(c2cccc(Br)c2)=NO1 (configuration not stated),0,-6,0,-4,3,-1,-6,2,3
CCOc1ccccc1-n1c(CNc2ccc(F)cc2)nnc1SCC(=O)NCc1ccco1,1,6,4,0,5,11,8,2,0
COc1ccc(CNC(=O)Cc2cccs2)cc1OC,2,-2,3,5,11,4,7,1,-1
Cn1c(-c2ccccc2)cnc1SCc1nc2ccccc2c(=O)[nH]1,-2,0,-3,2,-1,2,5,5,-4
CC1CCc2c(C(=O)Nc3ccccn3)csc2C1 (configuration not stated),4,0,5,8,-11,8,-5,-7,0
COc1ccccc1N1CCN(C(=O)CCNC(=O)c2ccco2)CC1,1,3,8,5,-1,0,x,3,2
COc1cc2c(cc1OC)C(c1ccccc1Cl)N(C)CC2 (configuration not stated),-1,0,14,-1,6,4,-1,-6,1
Cc1ccc(S(=O)(=O)N2CCN(C(=O)c3ccc4c(c3)OCO4)CC2)cc1,2,-7,10,5,5,-2,8,0,-1
O=C(c1ccccc1)[C@@H]1[C@@H](C(=O)c2ccc(F)cc2)[C@@]2(C(=O)Nc3ccccc32)[C@H]2c3ccccc3C=CN12,-23,-17,1,6,1,-5,-3,0,-4
Cc1ccc(OCCOCCNC(C)C)c(Br)c1,1,6,0,1,7,2,11,-3,-3
CC(C)NCc1nnc(-c2ccccc2Cl)o1,2,4,-4,5,-2,6,2,5,-3
Cc1nnc(SCC2=C(C(=O)O)N3C(=O)C(NC(=O)Cn4nc(C)c(Cl)c4C)C3SC2)s1 (configuration not stated),-1,0,5,9,-2,3,11,2,1
CCOC(=O)c1ccc(NC(=S)N(CCCN2CCCC(C)C2)Cc2cccs2)cc1 (configuration not stated),-8,0,3,1,-4,0,4,3,2

# Quoted at random: 3 entries already listed.
SMILES,PAD4 inh,LYPLA2 inh,PAFAH1B3 FP inh,PAFAH1B2 FP inh,PREPL inh,pPAFAH FP inh,GSTO1 counter,PME-1 primary,LYPLA1 counter
CCCCN1C(C(=O)Nc2ncccn2)=C(O)c2ccccc2S1(=O)=O,0,1,4,0,4,3,-3,-1,3
CCc1[nH]nc2c1C(c1ccsc1)C(C#N)=C(N)O2 (configuration not stated),-4,5,-8,3,-7,2,4,-2,2
CC(=O)Nc1ccc(NC(=O)COC(=O)c2cc(S(=O)(=O)N(C)C)ccc2N2CCCC2)cc1,-4,-3,-1,-4,16,-2,-4,-1,-1

# (list continues)
SMILES,PAD4 inh,LYPLA2 inh,PAFAH1B3 FP inh,PAFAH1B2 FP inh,PREPL inh,pPAFAH FP inh,GSTO1 counter,PME-1 primary,LYPLA1 counter
Cc1cc(S(=O)(=O)Nc2ccc3c(c2)COC3=O)ccc1F,-2,17,5,9,22,1,7,1,0
c1ccc(Nc2cccc(Nc3ccccc3)n2)cc1,-49,-4,0,1,7,14,-11,4,-4
COc1ccc(-c2csc(Nc3ncccc3C)n2)cc1,-4,-1,7,4,6,15,13,21,6
Cc1nc2ccc(C(=O)N/N=C/c3ccc(O)cc3)cc2[nH]1,0,-5,6,5,3,5,5,-2,-1
Clc1ccc2c(N3CCOCC3)ccnc2c1,-1,-6,6,-2,-10,22,-4,-7,-3
O=C(Nc1ccc(N2CCCC2)c(S(=O)(=O)Nc2cccc(C(F)(F)F)c2)c1)c1cccs1,0,-5,9,0,4,3,-8,8,-9
O=C(NCCCN1CCOCC1)c1cc2ccccc2oc1=O,3,6,8,1,10,2,1,3,6
Cc1ccc(-n2ncc3c(NCc4ccc5c(c4)OCO5)ncnc32)c(C)c1,-2,6,6,9,10,-1,0,7,-1
CCCC(=O)N1CCN(c2nnc(-c3ccccc3)c3ccccc23)CC1,2,1,-1,5,-1,3,1,0,2
O=C(OCC(=O)N1CCOCC1)c1cccc(S(=O)(=O)N2CCCc3ccccc32)c1,-2,10,3,7,-7,3,0,1,2
Cc1cc(CNC(=O)Cc2ccccc2)c2ccccc2n1,-7,-7,6,1,-13,4,1,-6,1
COc1ccc(C(=O)Nc2ccccc2C(=O)O)cc1NC(=O)C(c1ccccc1)c1ccccc1,-1,-18,-6,3,-12,-12,-71,-22,-12
COc1ccc(C(=O)Nc2cc(C(C)=O)c(C)oc2=O)cc1,-6,-2,10,2,4,-1,-10,-1,-2
N#C/C(=N/O)c1nc(-c2ccc(F)cc2)cs1,2,2,9,2,0,-2,14,-9,0
COc1ccc2nc(SCC(=O)NC3(C#N)CCCCC3)[nH]c2c1,2,5,7,-2,-2,2,4,6,1
Cc1cccc(NC(=O)NCC(F)(F)F)n1,4,2,5,6,9,2,1,0,0
CCC(C)COC(=O)C(C#N)c1nc2ccccc2nc1N1CCCCC1 (configuration not stated),-10,1,2,1,10,-4,1,2,-2
Cc1cc(C)n(-c2nc(-n3nc(C)cc3C)c3c4c(sc3n2)COC(C)(C)C4)n1,-2,-2,x,x,0,2,-3,5,-1
Cc1nc(C/C(=N\Nc2ccccc2)c2ccc(O)cc2O)cs1,-3,9,10,11,12,4,25,5,3
CC(O)CNc1nc2c(c(=O)n(Cc3ccccc3)c(=O)n2C)n1C (configuration not stated),1,2,10,4,4,0,1,5,0
CCCCn1c(SCC(=O)NCc2ccc(OC)c(C(=O)O)c2)nc2cc(S(N)(=O)=O)ccc21,-1,2,-4,7,-6,-1,3,-2,-2
Cc1ccc(CNC(=O)CCCn2nc(C)n3ccnc3c2=O)cc1,0,1,-2,1,1,-6,8,-4,-2
CCOc1ccc(Cl)cc1CNCCNCC(C)O (configuration not stated),-1,0,5,1,8,2,-1,1,-1
Cc1ccc(Cl)cc1NC(=O)CCNC(=O)N1CC(=O)Nc2ccccc21,-2,-3,3,-3,-25,1,3,-3,3
Cc1cc(C)c(C#N)c(SCc2[nH]nc3c2C(c2ccccc2)C(C#N)=C(N)O3)n1 (configuration not stated),0,55*,3,3,-6,8,23,6,0
CCOC(=O)CSC1=NN2CCS(=O)(=O)N=C2S1,0,8,2,-4,4,6,10,5,5
